Source: PubChem
PME-1 inh: blocks human protein phosphatase methylesterase 1 | hit rate 0.53% among 320,000 | inhibition, % at 5.9 µM | recombinant PME-1, FP-Rh probe fluorescence polarization;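 active = inhibition above the campaign mean of all compounds plus 3 SD, cut at about 26% in these data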;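 also: competitive labeling of PME-1 active site by serine hydrolase directed probe; 0% = PME-1 with DMSO and 100% = wells lacking PME-1 enzyme; inhibitors block probe labeling so polarization falls and inhibition rises; many of its hits are not listed in these tables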
Fam108B inh: Fam108B inhibition, counter-screen for RBBP9 inhibitors | recombinant Fam108B, FP-Rh probe fluorescence polarization | inhibition, % at 9.51 µM | hit rate 0.33% among 300,000 | AID 1947;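 active = inhibition above the screen mean inhibition plus 3 SD, computed separately per campaign, cut at about 18% in these data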;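 also: inhibitors lower polarization as less probe binds the enzyme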
LYPLA1 inh: blocks human lysophospholipase 1, a PME1 counter-screen; O75608; recombinant LYPLA1, FP-Rh probe fluorescence polarization; inhibition, % at 5.9 µM; hit rate 0.16% among 320,000; AID 2174;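 active = inhibition above the mean of all tested compounds plus 3 SD, set per campaign, cut at about 14% in these data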;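 also: inhibitors block serine hydrolase probe labeling of LYPLA1 so polarization falls; 0% = enzyme with DMSO and 100% = wells lacking LYPLA1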
PAFAH1B3 inh: PAFAH1B3 (human) inhibition. Q15102. hit rate 0.28% among 340,000. AID 492972. inhibition, % at 3.39 µM. recombinant PAFAH1B3, FP-rhodamine probe, fluorescence polarization;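 active = inhibition above the screen-wide average of all tested compounds plus 3 SD, cut at about 25% in these data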;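 also: 0% = enzyme with DMSO only and 100% = wells lacking PAFAH1B3 protein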
GSTO1 counter: counter-screen for RBBP9 inhibitors: inhibitors of human GSTO1 | recombinant GSTO1, activity-based probe fluorescence polarization | inhibition, % at 5.96 µM | hit rate 1.1% among 300,000 | AID 1974;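 active = inhibition above the campaign mean inhibition plus 3 SD, cut at about 35% in these data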;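 also: 0% = GSTO1-1 with DMSO and 100% = wells lacking GSTO1-1 enzyme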
PAFAH2 inh: inhibitors of human PAFAH2. Q99487. inhibition, % at 3.39 µM. recombinant PAFAH2, FP-rhodamine activity probe, fluorescence polarization. hit rate 0.99% among 340,000;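 active = inhibition above the mean over all tested compounds plus 3 SD, cut at about 30% in these data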;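 also: inhibitors block probe labeling of enzyme so polarization drops; 0% = enzyme with DMSO and 100% = wells lacking PAFAH2 protein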
PAFAH1B2 FP inh: PAFAH1B2 (human) inhibition; P68402; recombinant PAFAH1B2, FP-rhodamine activity probe, fluorescence polarization; inhibition, % at 3.39 µM; hit rate 1.2% among 340,000; AID 492953;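 active = inhibition above the mean of all tested compounds plus 3 SD, cut at about 24% in these data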;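 also: 0% = enzyme with DMSO and 100% = wells lacking PAFAH1B2; many of its hits are not listed in these tables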
Target sequence (P68402 whole entry, looked up): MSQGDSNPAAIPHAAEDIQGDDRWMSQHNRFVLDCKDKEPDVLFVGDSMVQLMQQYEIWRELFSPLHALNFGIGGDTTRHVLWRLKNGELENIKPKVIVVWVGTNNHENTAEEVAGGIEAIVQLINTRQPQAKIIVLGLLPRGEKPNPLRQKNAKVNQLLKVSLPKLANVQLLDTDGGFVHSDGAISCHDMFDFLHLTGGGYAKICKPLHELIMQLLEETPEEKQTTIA
PAD4 FP inh: inhibitors of human PAD4 | Q9UM07 | recombinant PAD4, RCA probe fluorescence polarization | inhibition, % at 6.36 µM | hit rate 0.41% among 330,000;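 active = percent inhibition above a cutoff equal to the mean of all tested compounds plus 3 SD, cut at about 15% in these data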;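 also: 0% = PAD4 with RCA probe and DMSO and 100% = probe without PAD4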
pPAFAH FP inh: pPAFAH (human) enzyme inhibition; Q13093; recombinant pPAFAH, FP-rhodamine probe fluorescence polarization; inhibition, % at 3.39 µM; hit rate 1.5% among 330,000; AID 463082;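 active = inhibition above the mean inhibition across the screen plus 3 SD, cut at about 25% in these data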;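 also: inhibitors block binding of the rhodamine activity-based probe so polarization drops; 0% = enzyme with DMSO and 100% = wells lacking pPAFAH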
Target sequence (Q13093 whole entry, looked up): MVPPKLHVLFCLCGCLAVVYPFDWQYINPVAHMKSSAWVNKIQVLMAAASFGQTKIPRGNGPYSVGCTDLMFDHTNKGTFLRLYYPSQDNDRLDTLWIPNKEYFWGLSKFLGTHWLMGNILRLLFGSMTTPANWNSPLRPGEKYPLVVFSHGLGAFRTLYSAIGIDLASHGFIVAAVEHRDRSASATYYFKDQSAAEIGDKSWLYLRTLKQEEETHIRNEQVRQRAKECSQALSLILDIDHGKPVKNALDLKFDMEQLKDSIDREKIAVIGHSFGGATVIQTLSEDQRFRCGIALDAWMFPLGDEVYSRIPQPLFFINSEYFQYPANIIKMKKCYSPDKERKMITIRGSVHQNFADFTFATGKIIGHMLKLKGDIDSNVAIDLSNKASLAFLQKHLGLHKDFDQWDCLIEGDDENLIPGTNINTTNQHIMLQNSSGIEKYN
* hit, by the source's call; nt = no result given. Some of the compounds tested, so the mix of outcomes need not match the whole.

Key to letters: A = PME-1 inh; B = Fam108B inh; C = LYPLA1 inh; D = PAFAH1B3 inh; E = GSTO1 counter; F = PAFAH2 inh; G = PAFAH1B2 FP inh; H = PAD4 FP inh; I = pPAFAH FP inh
CCCn1c(C)cc(/C=C(\C#N)C(=O)OCC(=O)Nc2cc(OC)c(OC)c(OC)c2)c1C
  A: -0.8	B: 0.8	C: 1.1	D: 8.5	E: 0.7	F: -2.5	G: -1.7	H: -1.8	I: 6.8
O=C(Nc1ccc(Cl)cc1C(=O)NCCN1CCOCC1)c1ccco1
  A: -5.2	B: -2.1	C: 2.0	D: 5.6	E: -2.8	F: -4.2	G: -4.2	H: -0.4	I: 1.9
CCOC(=O)c1cc(C#N)c(N2CCN(c3ccc(OC)cc3)CC2)[nH]c1=O
  A: -2.0	B: 3.3	C: 0.9	D: -5.5	E: -4.4	F: -1.6	G: -1.2	H: 0.2	I: 5.1
Cc1ccc(-n2c(C)cc3c2CCCC3=O)cc1
  A: 2.2	B: 4.1	C: -1.6	D: -4.0	E: 2.8	F: -3.6	G: -2.2	H: -4.5	I: 9.0
CSc1nncn1/N=C/c1ccc2c(c1)OCO2
  A: -4.8	B: 2.1	C: 0.7	D: 9.1	E: -4.4	F: -5.6	G: 4.0	H: -3.9	I: 0.3
Cc1cccc(NS(=O)(=O)c2ccccc2)n1
  A: -4.6	B: -3.9	C: -0.9	D: -3.5	E: -4.6	F: 5.5	G: 6.5	H: -7.4	I: -11.7
CCC1(C)NC(=O)N(CC(=O)NCC(=O)Nc2c(C)cc(C)cc2C)C1=O (centres undefined)
  A: 5.2	B: nt	C: -0.1	D: -1.8	E: nt	F: -9.4	G: 1.2	H: -0.5	I: 6.0
c1ccc2c(c1)nnn2-c1ncnc2sc3c(c12)CCCC3
  A: 1.1	B: 0.4	C: -5.5	D: 11.3	E: -4.4	F: -11.5	G: -0.8	H: -2.8	I: 0.1
O=C(NCc1ccco1)c1nc(-c2ccc(F)cc2)no1
  A: 1.2	B: -1.7	C: -2.2	D: 1.4	E: -1.3	F: -4.8	G: -3.6	H: 4.5	I: 2.8
COc1cc(C(=O)Nc2ccc(C)c(S(=O)(=O)N(C)C)c2)ccc1OCC(=O)N1CCOCC1
  A: -1.4	B: -2.6	C: -3.7	D: -5.5	E: -12.0	F: -4.2	G: 0.1	H: 0.3	I: 3.4
CCCNC(=O)CN1C(=O)NC(c2ccccc2)(c2ccccc2)C1=O
  A: 2.3	B: 2.4	C: -3.6	D: 6.3	E: 8.0	F: -9.2	G: 2.2	H: 1.2	I: 1.1
CC1(C)CC(NC(=O)c2ccc(Cl)c(S(=O)(=O)N(Cc3ccccc3)c3ccccc3)c2)CC(C)(C)N1
  A: -6.7	B: -0.6	C: 2.9	D: 5.5	E: 3.5	F: 2.2	G: 2.2	H: -2.1	I: -2.1
COc1ccccc1NC1C=CS(=O)(=O)C1 (centres undefined)
  A: 3.6	B: -1.2	C: 3.8	D: 4.4	E: 5.1	F: 4.2	G: 8.7	H: 1.0	I: 1.9
CCN(CC)CCN(Cc1cc2cc(C)ccc2[nH]c1=O)C(=S)NCc1ccco1
  A: 1.0	B: 1.7	C: -6.5	D: 3.3	E: 1.8	F: 6.2	G: -2.9	H: 2.1	I: 2.2
Fc1ccc(-n2nnnc2-c2cnc(-c3cccs3)nc2C(F)(F)F)cc1
  A: 4.5	B: 1.4	C: -2.3	D: -5.4	E: -5.5	F: -7.9	G: -5.4	H: -1.4	I: 3.2
Cc1cccc(Nc2nnc(SCC(=O)NCC3CCCO3)s2)c1 (centres undefined)
  A: nt	B: nt	C: nt	D: 9.7	E: nt	F: 5.4	G: 5.0	H: -2.5	I: 4.2
COC(=O)c1ccc(Sc2ccccn2)c([N+](=O)[O-])c1
  A: 1.1	B: 3.0	C: 2.2	D: 4.5	E: -3.0	F: 2.9	G: 1.1	H: 3.1	I: 1.1
Cc1nc2cc(NC(=O)C3COc4ccccc4O3)ccc2s1 (centres undefined)
  A: 0.0	B: -0.1	C: -2.6	D: -4.2	E: 3.7	F: -5.9	G: -1.3	H: -0.3	I: 3.5
N#Cc1ccc(NC(=O)COC(=O)CSc2nnc(-c3ccc(Cl)cc3)o2)cc1
  A: 3.2	B: -5.5	C: -0.1	D: 10.1	E: 5.3	F: 2.7	G: -0.1	H: -3.9	I: 6.5
COc1cc(-c2nc3n(n2)C(c2ccncc2)C(C(N)=O)=C(C)N3)cc(OC)c1OC (centres undefined)
  A: -3.4	B: -6.0	C: -5.7	D: -1.2	E: -3.4	F: 12.6	G: 8.8	H: -4.2	I: -2.2
O=C(CSc1nnc(NC(=O)c2c(F)cccc2F)s1)Nc1ccccc1F
  A: -5.0	B: 0.5	C: -0.1	D: 6.2	E: -1.2	F: -0.3	G: 2.4	H: -4.0	I: 2.1
NS(=O)(=O)c1ccc(CCNC(=O)c2ccncc2)cc1
  A: -4.5	B: -4.1	C: -5.1	D: -4.8	E: -3.3	F: -5.8	G: -0.7	H: -7.6	I: -4.5
Cc1cc(C)c(NC(=O)C2=COCCO2)c(C)c1
  A: -4.4	B: -2.2	C: 0.4	D: 1.1	E: -4.7	F: -3.4	G: -3.3	H: 0.5	I: 6.2
COc1ccc(NC(=O)N2CCN(S(C)(=O)=O)CC2)cc1
  A: -2.8	B: 4.0	C: -3.7	D: 3.3	E: 12.1	F: 5.7	G: 6.2	H: 3.8	I: -11.7
CCN(CC)CCCN1C=C2C(=O)C(C)(OC(=O)C3CCCC3)C(=O)C=C2C=C1c1ccsc1 (centres undefined)
  A: -3.2	B: 4.2	C: -2.3	D: 7.6	E: 23.9	F: 18.1	G: 2.0	H: -13.7	I: 22.3
O=C(O)CNC(=O)/C=C/c1ccc(Cl)cc1Cl
  A: 2.9	B: -0.7	C: 0.9	D: 8.9	E: 11.3	F: 5.7	G: 5.8	H: -1.1	I: 0.6

By substructure, the entries above containing an aryl methoxy group.
Key to letters: A = PME-1 inh; B = Fam108B inh; C = LYPLA1 inh; D = PAFAH1B3 inh; E = GSTO1 counter; F = PAFAH2 inh; G = PAFAH1B2 FP inh; H = PAD4 FP inh; I = pPAFAH FP inh
CCCn1c(C)cc(/C=C(\C#N)C(=O)OCC(=O)Nc2cc(OC)c(OC)c(OC)c2)c1C
  A: -0.8	B: 0.8	C: 1.1	D: 8.5	E: 0.7	F: -2.5	G: -1.7	H: -1.8	I: 6.8
CCOC(=O)c1cc(C#N)c(N2CCN(c3ccc(OC)cc3)CC2)[nH]c1=O
  A: -2.0	B: 3.3	C: 0.9	D: -5.5	E: -4.4	F: -1.6	G: -1.2	H: 0.2	I: 5.1
COc1cc(C(=O)Nc2ccc(C)c(S(=O)(=O)N(C)C)c2)ccc1OCC(=O)N1CCOCC1
  A: -1.4	B: -2.6	C: -3.7	D: -5.5	E: -12.0	F: -4.2	G: 0.1	H: 0.3	I: 3.4
COc1ccccc1NC1C=CS(=O)(=O)C1 (centres undefined)
  A: 3.6	B: -1.2	C: 3.8	D: 4.4	E: 5.1	F: 4.2	G: 8.7	H: 1.0	I: 1.9
COc1cc(-c2nc3n(n2)C(c2ccncc2)C(C(N)=O)=C(C)N3)cc(OC)c1OC (centres undefined)
  A: -3.4	B: -6.0	C: -5.7	D: -1.2	E: -3.4	F: 12.6	G: 8.8	H: -4.2	I: -2.2
COc1ccc(NC(=O)N2CCN(S(C)(=O)=O)CC2)cc1
  A: -2.8	B: 4.0	C: -3.7	D: 3.3	E: 12.1	F: 5.7	G: 6.2	H: 3.8	I: -11.7
